ATXN2 expr inh = Primary qHTS for Inhibitors of ATXN expression | HEK-293 ATXN2-luciferase reporter, luminescence, 24 h | Potency, µM (highest dose often 57 µM), for inactives: top-dose activity change, negative = inhibition, most hits filed as inhibitors | 0.72% of 360,000 active; note: potency is the fitted concentration of half-maximal effect; % is set by controls: 0 for no effect and ±100 for the full control effect; nearly all actives have a fitted effect of over 55% in size
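ATXN2-luciferase reporter cells (luciferase flanked by upstream and downstream ATXN2 gene portions) were treated 24 h at 37 °C with compounds at up to 57 uM. SteadyGlo luminescence gave expression; GF-AFC fluorescence gave viability.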
SW480 rerep = A quantitative high throughput screen for small molecules that induce DNA re-replication in SW480 colon adenocarcinoma cells. SW480 DNA re-replication, Hoechst DNA content imaging, 48 h. Potency, µM (series often up to 46.1 µM), without a hit: at the top dose re-replication activation, hits mostly activators. 1.8% of 340,000 active; note: potency is the fitted concentration of half-maximal effect; % of control where 0% means no effect; nearly all actives have a fitted effect of over 55% in size
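SW480 cells exposed to compounds for 48 hr at 37 C, 5% CO2, then Hoechst-stained 40 min. Nuclear DNA content imaged by fluorescence scanning (405 nm excitation, 500-530 nm emission); re-replication scored as increased high-intensity nuclei.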
KB-V1 MDR tox = qHTS assay for MDR1-selective chemotherapeutics: Primary screen using the drug-selected MDR subline cells KB-V1. AID 1347076, 2019. 3.4% of 400,000 active. KB-V1 MDR cells viability, CellTiter-Glo, 72 h. Potency, µM (series often up to 46.1 µM), for the others: at the top dose activity change, negative = cytotoxicity, actives largely listed as cytotoxic; note: potency is the fitted concentration of half-maximal effect; % is set by controls: 0 for no effect and ±100 for the full control effect; nearly all actives have a fitted effect of over 60% in size
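Cytotoxicity via CellTiter-Glo luminescence after 72 h compound exposure at 37 degrees C. Cells: drug-selected KB-V1 line, DMEM phenol-red free plus 10% FBS. Compounds tested at multiple concentrations; normalized data fitted to concentration-effect curves.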
HT1080-NT tox = qHTS for induction of synthetic lethality in tumor cells producing 2HG: qHTS for the HT-1080-NT fibrosarcoma cell line | HT-1080-NT fibrosarcoma viability, CellTiter-Glo ATP luminescence, 48 h | Potency, µM (doses to about 46.1 µM), without a hit: at the highest dose activity, negative = less viability, hits mostly cytotoxic | 1.6% of 360,000 active | AID 686970, 2013;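 note: NT is the 2HG producing partner of a matched IDH1 knockdown line; potency is the fitted concentration of half-maximal effect; 0% = DMSO-treated cells and -100% = media-only wells without cells; nearly all actives have a fitted effect of over 55% in size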
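Viability by CellTiter-Glo luminescence after 48 h compound exposure at 37C of HT-1080-NT cells (750/well, RPMI, 5% FBS). % activity scaled between DMSO wells and medium-only wells, then curve-fitted and categorized by curve class.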
HT1080 IDH1KD tx = qHTS for induction of synthetic lethality in tumor cells producing 2HG: qHTS for the HT-1080-IDH1KD cell line | HT-1080 IDH1 knockdown viability, ATP luminescence, 48 h | Potency, µM (titrated, usually from 46.1 µM), inactives show top-dose activity, negative = toxicity, hits mostly cytotoxic | 2% of 360,000 active;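 note: potency is the fitted concentration of half-maximal effect; 0% = DMSO wells and -100% = cell-free medium wells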
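In this qHTS, HT-1080 cells depleted of IDH1 are exposed for 48 h at 37 °C to compound titrations. Toxicity is scored from CellTiter-Glo luminescence, with DMSO as full viability and medium alone as none.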
S2 tox = Viability Counterscreen for Primary qHTS for Inhibitors of ATXN expression; 0.49% of 400,000 active; S2 cells (HEK-293 line with an ATXN2-luciferase reporter) viability, CellTiter-Fluor protease fluorescence, 24 h; Potency, µM (series often up to 56.7 µM), usual class: cytotoxic; note: potency is the fitted concentration of half-maximal effect; nearly all actives have a fitted effect of over 40% in size
KB-3-1 tox = qHTS assay for MDR1-selective chemotherapeutics: Primary screen using the parental adenocarcinoma cell KB-3-1; KB-3-1 viability, CellTiter-Glo ATP luminescence, 72 h; AID 1347075, 2019; Potency, µM (doses to about 46.1 µM), for the others: top-dose activity change, negative = cytotoxic, hits mostly cytotoxic; 1.4% of 400,000 active; note: potency is the fitted concentration of half-maximal effect; % is set by controls: 0 for no effect and ±100 for the full control effect; nearly all actives have a fitted effect of over 60% in size
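Using CellTiter-Glo luminescence, growth of non-resistant KB-3-1 adenocarcinoma cells is assessed 72 h after pin-tool compound addition at 37 °C. Normalized responses across the concentration series yield fitted curves.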
MCF10A rereplic = A quantitative high throughput screen for small molecules that induce DNA re-replication in MCF 10a normal breast cells. AID 624296, 2012. MCF 10A DNA re-replication, Hoechst nuclear intensity, 48 h. 2.9% of 350,000 active. Potency, µM (series often up to 46.1 µM), for inactives: top-dose activity, positive = re-replication, actives largely listed as activators; note: potency is the fitted concentration of half-maximal effect; % of control where 0% means no effect; nearly all actives have a fitted effect of over 50% in size
IL-1B inflam inh = qHTS for Inhibitors of Inflammasome Signaling: IL-1-beta AlphaLISA Primary Screen | THP-1 LPS/ATP IL-1B secretion, AlphaLISA, 16 h; stronger effect = lower value | activity change, % at 57.5 µM | 4.7% of 360,000 active; in the data active = activity change below about -50%; inconclusive = mostly about -30% to -49%; note: % is set by controls: 0 for no effect and ±100 for the full control effect
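THP-1 cells pretreated 1 hr with compounds (up to 57.5 uM final), then stimulated with LPS (250 ng/mL final) plus ATP (1.25 mM final); secreted IL-1B measured by AlphaLISA after 16 hr, decreased signal indicating inhibition.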
* hit, by the source's call; i = inactive; ? = inconclusive; / = no result given; [ ] = remark or other dose. Unless noted, calls come from the whole dose curve; as a rule, active = well fitted curve in the direction sought with a large enough effect; inconclusive = small, poorly fitted or top-dose-only effect, or another doubt; inactive = no such curve, though single readings can be large; an effect the other way counts as inactive or inconclusive.

1	COc1ccccc1C(=O)NC(CCSC)C(=O)NNC(=O)c1ccc(F)cc1 (stereo not given)
2	O=C(NCCCc1ccccc1)c1ccccc1
3	CCn1c(O)c(C=NCc2ccccc2)sc1=S
4	COc1ccc(CCC(=O)N(c2nnc(-c3cccnc3)s2)C(C)C)cc1
5	CCOc1ccc(NC(=O)CCC(=O)NNC(=O)NC2CCCCC2)cc1
6	CC(C)CN(C(=O)COC(=O)CSc1ccccc1)c1c(N)n(Cc2ccccc2)c(=O)[nH]c1=O
7	COc1cccc(NC(=O)CN(C)C(=O)CSc2nc3ccccc3s2)c1
8	C[C@H](CO)N1C[C@H](C)[C@@H](CN(C)Cc2ccccn2)Oc2ncc(Br)cc2C1=O
Assay by compound,1,2,3,4,5,6,7,8
HT1080-NT tox,-8%,1%,-1%,19%,-3%,-1%,-8%,10%
KB-V1 MDR tox,-15%,-29%,-10%,?,2%,-1%,?,5%
MCF10A rereplic,-1%,1%,9%,-35%,4%,2%,-1%,/
ATXN2 expr inh,1%,54%[activator],/,-31%,2%,-7%,8%,10%
IL-1B inflam inh,-8,-4,-21,0,3,7,22,14
S2 tox,i,i,?,i,i,i,i,i
KB-3-1 tox,3%,1%,1%,1%,-8%,-2%,-4%,20%
HT1080 IDH1KD tx,-1%,-6%[9.24 µM],0%,5%,-4%,-5%,-8%,7%
SW480 rerep,-2%,-5%,-12%,-32%,-2%,0%,-2%,/

9	O=Cc1cn(CCC(=O)O)nc1-c1cc2ccccc2o1
10	COc1ccc(-c2csc(NC(=O)c3ccc(C(C)(C)C)cc3)c2C(=O)O)cc1
11	COc1ccc(NS(=O)(=O)c2cccc(NC(=O)NCCCl)c2)cc1
12	O=C(Cn1nnc(-c2ccncc2)n1)N(C1CCCCC1)C1CCCCC1
13	CCCN1CCN(CCCNC(=O)Cn2c(-c3cccs3)cc3cc(Cl)ccc32)CC1
14	CCCCCCCOC(=O)c1ccc(OC(=O)c2cccnc2)cc1
15	CC(C)c1ccc2c(c1)C1Cc3ccccc3C1N2 (stereo not given)
16	C=CCC1S/C(=N/N=C/c2cccs2)NC1=O (stereo not given)
Assay by compound,9,10,11,12,13,14,15,16
HT1080-NT tox,16%,?,0%,2%,/,0%,-1%,0%
KB-V1 MDR tox,?,?,-25%,-3%,-11%,14%,0%,3%
MCF10A rereplic,-2%,0%,3%,-10%,/,-3%,?,0%
ATXN2 expr inh,0%,37%[activator],-8%,-4%,?,24%,19%,/
IL-1B inflam inh,11,-26,17,0,/,-10,5,10
S2 tox,i,i,i,i,?,i,i,?
KB-3-1 tox,28%,?,-24%,-9%,-20%,0%,-6%,-16%
HT1080 IDH1KD tx,3%,?,1%,0%,/,-23%,-24%,-10%
SW480 rerep,-1%,12%,-5%,0%,/,-5%,21%,-1%

17	COc1ccc2c(c1)OC[C@H]1[C@H]2N2C(=O)[C@H](C)NC(=O)[C@@]2(C)[C@H]1c1ccccc1
18	COc1ccc(-c2csc(N3CCC(c4ccccc4)CC3)n2)cc1
19	CSc1nc(O)c(/C=C2\C=Nc3ccccc32)[nH]1
20	COC(=O)c1ccccc1NC(=O)C1CCCN(S(=O)(=O)c2ccc(F)cc2)C1 (stereo not given)
21	CCCCOC(=O)CN1C(=O)c2ccc(C(=O)OCCCC)cc2C1=O
22	O=c1[nH]c2cc3c(cc2cc1CN(CC1CCCO1)S(=O)(=O)c1ccc(Cl)cc1)OCCO3 (stereo not given)
23	COc1ccc(NC(=O)C2C3CCC4C(CCC32)C4(Cl)Cl)cc1 (stereo not given)
24	C=CCn1c(C)cc(C(=O)CSc2nnc3n(CCC)c(=O)c4ccccc4n23)c1C
Assay by compound,17,18,19,20,21,22,23,24
HT1080-NT tox,0%,8%,2%,15%,8%,4%,1%,-1%
KB-V1 MDR tox,-6%,0%,?,-21%,16%,3%,-28%,-18%
MCF10A rereplic,2%,-10%,1%,7%,-2%,?,-40%[inhibitor],-4%
ATXN2 expr inh,-2%,-7%,0%,-27%,1%,-15%,1%,17%
IL-1B inflam inh,15,22,-13,-1,19,21,0,5
S2 tox,i,i,i,i,i,?,i,?
KB-3-1 tox,24%,21%,14%,-15%,0%,-3%,2%,-2%
HT1080 IDH1KD tx,-11%,2%,12%,11%,9%,21%,-11%,20%
SW480 rerep,-9%,-19%,0%,2%,0%,?,-31%[inhibitor],-5%

Given with bars between the fields: part of the list above.
No. | Compound | HT1080-NT tox | KB-V1 MDR tox | MCF10A rereplic | ATXN2 expr inh | IL-1B inflam inh | S2 tox | KB-3-1 tox | HT1080 IDH1KD tx | SW480 rerep
1 | COc1ccccc1C(=O)NC(CCSC)C(=O)NNC(=O)c1ccc(F)cc1 (stereo not given) | -8% | -15% | -1% | 1% | -8 | i | 3% | -1% | -2%
2 | O=C(NCCCc1ccccc1)c1ccccc1 | 1% | -29% | 1% | 54%[activator] | -4 | i | 1% | -6%[9.24 µM] | -5%

Further entries
25	COc1cccc(C(=O)/C=C/Nc2ccc(S(=O)(=O)Nc3ncccn3)cc2)c1
26	Cc1ccc(O)c(CCc2ccccc2)n1
27	Cc1c(C(=O)C(=O)NCCC2=CCCCC2)c2ccccc2n1C
28	OCCN1CCN(c2ncnc3c2ncn3[C@H]2CN(Cc3ccco3)C[C@@H](CO)O2)CC1
29	CCSc1nc(C)nc2c1oc1ccccc12
30	O=S(=O)(NCc1ccccc1)c1cccs1
31	COC(=O)[C@@]1(Cc2ccc(OC)cc2)[C@H]2c3cc(C(=O)N(C)C)[nH]c3C[C@H]2CN1C(=O)c1ccccc1
32	CN1CCN(c2ccc(-c3ccnn3C(=O)Nc3cccc(C(F)(F)F)c3)cc2)CC1
Assay by compound,25,26,27,28,29,30,31,32
HT1080-NT tox,-15%,13%,4%,22%,8%,6%,-1%,2%
KB-V1 MDR tox,?,-1%,0%,0%,0%,-32%,-11%,-6%
MCF10A rereplic,?,0%,10%,/,?,19%,-2%,4%
ATXN2 expr inh,4%,0%,-11%,6%,-5%,-9%,11%,-9%
IL-1B inflam inh,10,-10,-4,10,19,11,-25,0
S2 tox,?,i,i,i,?,?,i,i
KB-3-1 tox,-18%,-5%,4%,0%,4%,?,7%,17%
HT1080 IDH1KD tx,-27%,4%,1%,21%,2%,-5%,11%,-1%
SW480 rerep,1%,-9%,-9%,/,-2%,?,3%[9.22 µM],-24%

33	CCOc1cc(CNc2cccc3[nH]c(C)nc23)ccc1OC
34	COc1cc(C=NNC(=O)c2cccnc2)ccc1OC(=O)c1ccccc1F
35	COCCCNC(=O)c1ccc(Cn2c(=O)c3ccccc3n(Cc3ccc(Cl)cc3)c2=O)cc1
36	O=C(Nc1ccncc1)Nc1ccc(F)c(Cl)c1
37	COc1ccc(/C=N/N(Cc2ccccc2)c2ccccc2)cc1O
38	COc1ccccc1/C=C/C=N/NC(=O)CN1CCN(Cc2ccccc2)CC1
39	O=C(OCC(=O)N1CCCC1=O)c1nc(Cl)c(Cl)c(Cl)c1Cl
40	O=C(/C=C/c1ccccc1Cl)N(Cc1ccccc1)C1CCS(=O)(=O)C1 (stereo not given)
Assay by compound,33,34,35,36,37,38,39,40
HT1080-NT tox,?,0%,/,-7%,15µM*,-19%,-7%,0%
KB-V1 MDR tox,?,/,-1%,-2%,?,-14%,-1%,0%
MCF10A rereplic,?,-8%,/,10%,?,0%,?,?
ATXN2 expr inh,-12%,7%,-2%,/,14%,-14%,?,-23%
IL-1B inflam inh,23,0,/,?,-86*,-9,-95*,?
S2 tox,i,?,i,i,i,i,32µM*,i
KB-3-1 tox,-11%,/,-14%,-15%,-7%,8%,?,0%
HT1080 IDH1KD tx,-15%,6%,/,-4%,23µM*,-19%,?,0%
SW480 rerep,5%,-3%,/,-4%,2%,-15%,?,-10%

Arranged by the number under SW480 rerep (largest number first): some entries from above
item	SMILES	SW480 rerep
33	CCOc1cc(CNc2cccc3[nH]c(C)nc23)ccc1OC	5%
34	COc1cc(C=NNC(=O)c2cccnc2)ccc1OC(=O)c1ccccc1F	-3%
38	COc1ccccc1/C=C/C=N/NC(=O)CN1CCN(Cc2ccccc2)CC1	-15%

The list goes on.
41	C/C(=N\NC(=O)CSc1ncccn1)c1ccc2c(c1)OCCO2
42	COc1ccc2[nH]c(C)c(C(=O)CN3CCN(C(=O)c4ccco4)CC3)c2c1
43	CC(=O)Nc1ccc(NC(=O)c2ccccc2N(C)S(=O)(=O)c2ccc(C)cc2)cc1
44	O=C(N/N=C/c1ccc(-n2ccnc2)cc1)c1cccs1
45	CCOC(=O)c1c(C)[nH]c(C)c1S(=O)(=O)N1CCC(C(=O)N2CCN(c3cccc(C)c3C)CC2)CC1
46	Cn1ccc2c(N3CCCCC3)cc3c(c21)C1CCC3C1 (stereo not given)
Assay by compound,41,42,43,44,45,46
HT1080-NT tox,17%,-4%,-6%,-7%,/,-7%
KB-V1 MDR tox,-14%,-14%,-16%,?,-2%,6%
MCF10A rereplic,-2%,9%,?,-1%,/,/
ATXN2 expr inh,-18%[11.3 µM],0%,-17%,27%,?,1%
IL-1B inflam inh,-14,1,35,?,/,3
S2 tox,i,i,i,i,?,i
KB-3-1 tox,0%,-7%,-1%,-3%,?,0%
HT1080 IDH1KD tx,?,0%,-4%,-12%,/,1%
SW480 rerep,3%,1%,-23%,5%,/,/
